# Mot1-301 SUMO: blocks SUMOylation pathway, rescuing yeast Mot1-301 growth; S. cerevisiae Mot1-301 growth rescue, ATP luminescence, 38.5C; percent above DMSO median, 100 means doubled; growth rescue, % at 18.8 µM; 1% of 320,000 active;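 active = every valid replicate shows activation above 250% relative to neutral control wells; inactive = the rest, any valid replicate at or below 250%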;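 also: OY570 slx delta 5 strain wells were the positive control but not used for scaling; some compounds called inactive have numbers as strong as hits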
# SR-BI DiI inh: mouse SR-BI HDL lipid transfer inhibition | ldlA[mSR-BI] CHO cells, DiI-HDL uptake fluorescence, 3 h | AID 488896 | 0.96% of 320,000 active | inhibition, % at 12.5 µM | Q61009;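 active = mean replicate inhibition of at least 70% and a set share of replicates each scoring 70 or more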;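 also: 0% = median of neutral control wells and 100% = median of positive control wells; values of inactives mirror those of a sister screen read the other way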
# MITF act: MITF TRPM1 promoter activation in melanoma cells; SK-MEL-5 TRPM1-promoter luciferase, 24 h; % of positive control, neutral wells = 0; activation, % at 12.5 µM; 0.75% of 300,000 active;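 active = mean activation of at least 80% with every replicate also reaching 80%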;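 also: 0% = neutral control wells and 100% = parthenolide positive control wells; values of inactives mirror those of a sister screen read the other way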
# CDK5 p35 inh: blocks human CDK5/p35 kinase activity | Q00535+Q15078 | Recombinant CDK5/p35, ADP-Glo luminescence, 60 min | inhibition, % at 10 µM | 0.01% of 330,000 active | AID 488839;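 active = highest replicate inhibition of at least 50% and at least 75% of replicates reaching 50%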;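 also: plate controls were DMSO neutral control for no effect and GW8510 at 10 µM for full effect; many of its hits are not listed in these tables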
# PKA-R2B activ: activators of human PKA-R2B complex. P22694+P31323. PKA-R2B holoenzyme dissociation, Cy5-IP20 fluorescence polarization; R2B truncated from residue 108, S112A mutant; 0% DMSO only, 100% 113 µM cGMP. activation, % at 11.4 µM. 0.079% of 340,000 active. AID 504700;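 active = activation above a cutoff set at the mean over all compounds plus 3 SD, cut at about 18% in these data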;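 also: higher means more holoenzyme dissociation and a rise in polarization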
# Arrestin-AP2 inh: blocks beta-arrestin peptide binding to AP2 adaptin; inhibition, % at 10 µM; AID 504490; FITC-arrestin peptide / GST-AP2 beads, flow cytometry; AP2 beta2 appendage carries R879A mutation; 0.31% of 340,000 active;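 active = inhibition above a set limit, near 3 SD of compounds lacking own fluorescence, cut at about 54% in these data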;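 also: plate controls were DMSO wells for no effect and 5 µM unlabelled arrestin peptide for full effect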
#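 Assay system: GST-AP2 R879A bound to glutathione beads, E. coli-expressed; Medium: PBS with 0.05% Tween 20 and 0.1% BSA; Also added: fluorescein-tagged arrestin peptide at 50 nM final; Timing: 12 min plus 1 h, RT; Measured by: flow cytometry, FL1 (488/535 nm); Evaluation: percent drop in bead-associated FITC signal.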
# NSD2 HMT inh: NSD2 (human) methyltransferase inhibition; 0.54% of 310,000 active; NSD2 peptide methylation, AlphaScreen, 120 min; O96028; inhibition, % at 12.5 µM; in the data active = inhibition above about 50%
# Target sequence (O96028 whole entry, looked up): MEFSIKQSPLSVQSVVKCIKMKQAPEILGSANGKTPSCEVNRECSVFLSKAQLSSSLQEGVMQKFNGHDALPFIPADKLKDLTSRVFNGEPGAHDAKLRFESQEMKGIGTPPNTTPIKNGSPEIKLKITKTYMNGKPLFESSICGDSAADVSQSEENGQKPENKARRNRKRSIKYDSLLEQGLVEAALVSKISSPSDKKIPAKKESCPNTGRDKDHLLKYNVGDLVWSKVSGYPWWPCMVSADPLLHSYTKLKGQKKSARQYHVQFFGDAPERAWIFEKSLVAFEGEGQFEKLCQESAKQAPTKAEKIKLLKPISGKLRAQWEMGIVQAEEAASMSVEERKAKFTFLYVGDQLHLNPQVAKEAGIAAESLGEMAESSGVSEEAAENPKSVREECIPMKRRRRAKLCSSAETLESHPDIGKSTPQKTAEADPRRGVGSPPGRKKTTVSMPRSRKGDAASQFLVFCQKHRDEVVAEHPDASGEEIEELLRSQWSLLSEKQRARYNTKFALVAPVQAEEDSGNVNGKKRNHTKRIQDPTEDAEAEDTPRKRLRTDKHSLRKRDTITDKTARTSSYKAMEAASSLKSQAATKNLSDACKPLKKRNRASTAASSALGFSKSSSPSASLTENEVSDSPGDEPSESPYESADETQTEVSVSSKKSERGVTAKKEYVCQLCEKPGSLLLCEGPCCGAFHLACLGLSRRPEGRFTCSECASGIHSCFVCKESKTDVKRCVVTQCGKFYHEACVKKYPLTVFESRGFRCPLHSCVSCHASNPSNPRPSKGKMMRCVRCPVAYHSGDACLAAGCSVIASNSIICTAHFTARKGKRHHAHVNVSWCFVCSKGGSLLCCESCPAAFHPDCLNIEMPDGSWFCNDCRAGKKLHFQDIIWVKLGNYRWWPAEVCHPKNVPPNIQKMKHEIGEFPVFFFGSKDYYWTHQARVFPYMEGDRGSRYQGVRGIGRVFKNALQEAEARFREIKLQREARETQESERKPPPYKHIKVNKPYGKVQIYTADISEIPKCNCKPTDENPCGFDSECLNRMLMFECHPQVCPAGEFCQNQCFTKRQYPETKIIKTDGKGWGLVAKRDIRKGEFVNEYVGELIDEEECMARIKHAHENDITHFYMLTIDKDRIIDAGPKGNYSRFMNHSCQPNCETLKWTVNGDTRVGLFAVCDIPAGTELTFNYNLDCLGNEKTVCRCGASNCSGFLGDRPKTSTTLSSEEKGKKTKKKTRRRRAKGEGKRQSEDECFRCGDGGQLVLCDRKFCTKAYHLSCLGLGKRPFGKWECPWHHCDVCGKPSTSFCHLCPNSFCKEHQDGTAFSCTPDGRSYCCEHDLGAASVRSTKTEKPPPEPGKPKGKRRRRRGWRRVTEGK
# PKA-R1A activ: activators of PKA-R1A complex; P00514+P68181; PKA-R1A dissociation, Cy5-IP20 fluorescence polarization; scaled: DMSO 0%, 113 µM cGMP 100%; activation, % at 11.4 µM; 0.083% of 340,000 active; AID 504707;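 active = percent activation above the mean of all tested compounds plus 3 SD, cut at about 19% in these data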;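 also: higher means more PKAc released from R1A so a rise in polarization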
# dFosB act: enhances mouse delta FosB homodimer DNA binding. activation, % at 25 µM. P13346. AID 493131. 0.99% of 340,000 active. purified delta FosB, TAMRA-CDK5 oligo fluorescence polarization; percent of positive-control signal above neutral wells;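 active = mean activation above about 17%, with every replicate also reaching it, limit read from the data, passing the limit was not always enough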;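 also: fluorescence polarization rise as delta FosB binds a TAMRA Cdk5 AP-1 oligo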
# SR-BI DiI-HDL act: activators of SR-BI mediated HDL lipid uptake; CHO ldlA[mSR-BI] cells, DiI-HDL uptake fluorescence, 3 h; 100 = double the neutral-control signal; activation, % at 12.5 µM; 0.096% of 320,000 active; AID 504775;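 active = mean replicate activation of at least 60% and every replicate at or above 60%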;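 also: 0% = median plate neutral-control signal and 100% = twice that signal; values of inactives mirror those of a sister screen read the other way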
#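 Assay system: CHO ldlA[mSR-BI] cells, LDL receptor-null, SR-BI overexpressing; medium: Ham's F12 with 0.5% BSA, HEPES 25 mM, pH 7.4; also added: DiI-HDL 10 µg/mL; timing: 3 h uptake period with compound, 37 °C; signal: DiI fluorescence, bottom read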
# DSG3 Ab inh: blocks pemphigus antibody binding to human desmoglein-3; DSG3-coupled beads, scFv-anti-DSG3-GFP binding, flow cytometry; hits give low values; AID 588358; binding (percent of control), % at 10 µM; 0.48% of 310,000 active;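 active = binding more than 3 SD below its plate's average and above zero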;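 also: hits lower antibody fragment binding to DSG3; some compounds called inactive have numbers as strong as hits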
# * marks the source's active call; other numbers are inactive results; nt = not tested or not shown.
SMILES,Mot1-301 SUMO,SR-BI DiI inh,MITF act,CDK5 p35 inh,PKA-R2B activ,Arrestin-AP2 inh,NSD2 HMT inh,PKA-R1A activ,dFosB act,SR-BI DiI-HDL act,DSG3 Ab inh
O=C(COc1ccccc1Cl)Nc1ccc(C(=O)N2CCCCC2)cc1,79,63,nt,1.6,0,30,-2,-23,-4,-63,100
NC1=NC(=Nc2ccc(S(N)(=O)=O)cc2)c2ccccc21,419*,21,-2,1.1,6,-13,-1,-2,-3,-21,100
O=C(COC(=O)CNC(=O)c1ccccc1)Nc1ccc(S(=O)(=O)N2CCCC2)cc1,-20,11,2,0.2,0,0,-2,10,3,-11,113
CCc1ccc(S(=O)(=O)Nc2ccc(N3CCN(C)CC3)cc2)cc1,0,-9,6,0.4,1,30,15,-1,-2,9,nt
COc1ccc(NS(=O)(=O)c2ccc(C(=O)N3CCC(C)CC3)cc2)cc1,7,11,-20,0.7,-6,0,-2,1,-6,-11,121
O=C(/C=C/c1cccs1)NC1CCCC1,-11,nt,28,-1.2,-4,26,-2,-5,2,nt,110
O=C(OC(C(=O)NC1CCCCC1)c1ccccc1F)c1ccco1 (configuration not stated),60,nt,-1,-2.3,-9,7,-5,-12,1,nt,nt
Cc1cc(C)cc(OC(=O)c2cccnc2)c1,18,-2,-5,-1.6,-5,24,0,-3,-10,2,103
CC(C)N1CCN(Cc2ccsc2)CC1CCO (configuration not stated),195,nt,-8,0.2,2,-2,-1,-2,-3,nt,95
N#Cc1ccc(C(=O)Nc2cc(S(=O)(=O)N3CCOCC3)ccc2N2CCCC2)cc1,64,-11,-1,0.8,-9,5,-1,-11,-9,11,104
O=C(COc1ccc(S(=O)(=O)N2CCCC2)cc1Cl)NCc1ccccn1,-5,-13,-9,0.3,-6,-4,1,-10,-2,13,105
Cc1nnc(SCc2cccc(CSc3nnc(C)s3)c2)s1,-3,7,50,-0.1,-8,-5,0,-8,-2,-7,77
Cc1cc(NC(=O)CN(C)CC(=O)Nc2ccc(Cl)cc2)no1,12,6,2,0.8,-3,7,-3,2,-11,-6,100
CCOC(=O)Cc1csc(NC(=O)CC(C)(C)C)n1,10,17,34,-0.9,-11,5,19,-2,-4,-17,100
CCC(C)NC(=O)CC(C)C (configuration not stated),82,9,-6,-1.6,18,-11,2,-2,3,-9,89
CCOC(=O)N1CCC(N2CCN(CCC(C)C)C(CCO)C2)CC1 (configuration not stated),-16,-8,-3,0.5,-1,-1,2,-11,3,8,83
CCOC(=O)N1CCN(c2c(NCCN3CCCCC3CC)c(=O)c2=O)CC1 (configuration not stated),-8,-8,-6,-0.9,0,23,nt,-3,-7,8,104
C=CCn1c(CNS(=O)(=O)c2ccc(Br)cc2)n[nH]c1=S,4,10,8,-0.5,-8,-4,1,3,-2,-10,121
COc1cccc(CNC(=O)Cn2nc([N+](=O)[O-])c(Br)c2C)c1,93,-22,nt,0.3,-5,-7,-4,-7,-2,22,123
CCOC(=O)c1cnc(COc2ccc(OC)cc2)[nH]c1=O,-5,-12,-9,-0.6,0,6,0,1,-1,12,115

# Four compounds out of the list above, ordered by their value in dFosB act, largest number first.
SMILES,Mot1-301 SUMO,SR-BI DiI inh,MITF act,CDK5 p35 inh,PKA-R2B activ,Arrestin-AP2 inh,NSD2 HMT inh,PKA-R1A activ,dFosB act,SR-BI DiI-HDL act,DSG3 Ab inh
O=C(OC(C(=O)NC1CCCCC1)c1ccccc1F)c1ccco1 (configuration not stated),60,nt,-1,-2.3,-9,7,-5,-12,1,nt,nt
CCOC(=O)c1cnc(COc2ccc(OC)cc2)[nH]c1=O,-5,-12,-9,-0.6,0,6,0,1,-1,12,115
NC1=NC(=Nc2ccc(S(N)(=O)=O)cc2)c2ccccc21,419*,21,-2,1.1,6,-13,-1,-2,-3,-21,100
Cc1cc(C)cc(OC(=O)c2cccnc2)c1,18,-2,-5,-1.6,-5,24,0,-3,-10,2,103

# (further entries)
SMILES,Mot1-301 SUMO,SR-BI DiI inh,MITF act,CDK5 p35 inh,PKA-R2B activ,Arrestin-AP2 inh,NSD2 HMT inh,PKA-R1A activ,dFosB act,SR-BI DiI-HDL act,DSG3 Ab inh
C=CCN(c1ccccc1)S(=O)(=O)c1cccc(C(=O)NNC(=O)c2ccncc2)c1,16,-20,2,0.3,-7,-9,-2,-9,-11,20,95
CN1C(=O)NC(c2ccc([N+](=O)[O-])cc2)C2=C1CC(C)(C)CC2=O (configuration not stated),-2,-13,-3,-0.8,4,-13,-2,-3,-2,13,97
Cc1ccc(C(C(=O)Nc2ccc3c(c2)OCO3)N(C)C(=O)Cc2c[nH]c3ccccc23)cc1 (configuration not stated),756*,-25,-1,-1.5,4,-3,0,4,-5,25,127
CCCc1cc(=O)[nH]c(SCc2nc3ccc([N+](=O)[O-])cc3[nH]2)n1,0,8,-17,1.5,-18,-1,0,-9,-11,-8,105
COc1ccc(CNC(=O)CCCn2nc(C)c([N+](=O)[O-])c2C)cc1,-3,-15,-19,-1.0,-3,26,-3,-1,6,15,103
CCOc1ccc(C(c2c(O)nc(SC)n(C)c2=O)c2c(O)nc(SC)n(C)c2=O)cc1,nt,-15,3,0.3,-2,8,7,5,-14,15,103
CCC(C)C(NC(=O)c1ccccc1NC(=O)c1ccco1)C(=O)NNC(=O)c1ccncc1 (configuration not stated),8,6,nt,0.3,-2,-8,0,3,-4,-6,nt
Cc1nc(-c2ccc(NC(=O)C3CCCCC3)cc2)cs1,0,4,71,-0.7,-8,4,-2,3,-9,-4,100
O=C1[C@H](Cc2ccccc2)NCCCC[C@H](c2ccc(Cl)cc2)N1Cc1ccccc1,nt,-7,-3,0.1,-5,18,nt,-2,-7,7,102
CCC(C(=O)O)N1C(=O)c2ccccc2C1=O (configuration not stated),-1,-12,-7,-2.3,-8,-6,-1,-11,2,12,164
COc1ccccc1NC(=O)c1ccc(S(=O)(=O)NCc2ccco2)cc1,23,12,11,0.9,-2,18,13,-15,-7,-12,80
Cc1ccc2nsnc2c1S(=O)(=O)NCc1cccnc1,0,-22,0,-1.5,5,-7,-2,1,3,22,99
O=C(Nc1cc(SCCO)cc([N+](=O)[O-])c1)c1ccco1,0,-18,1,0.6,-11,23,0,-2,5,18,101
CC(C)c1ccc(C(=O)NCCCN(C)C)cc1,33,-19,7,-0.7,-1,10,3,0,2,19,101
O=C(NNS(=O)(=O)c1ccccc1)C1CC(c2cccnc2)=NO1 (configuration not stated),-14,-15,4,0.7,-1,-5,-4,-11,11,15,103
COc1ccc(CCNc2oc(COc3ccccc3F)nc2C#N)cc1OC,6,11,5,-1.4,-13,8,-2,-2,-6,-11,109
O=C(NC1CCCCCCC1)c1cc(COc2ccc3ncccc3c2)on1,nt,-4,-23,0.0,-5,9,-7,-3,-17,4,99
O=C(CCC(=O)N(CC(=O)NC1CCCCC1)c1ccccc1F)Nc1nccs1,-15,-7,-4,1.2,-2,2,nt,-11,-1,7,112
O=C(CNC(=S)N(Cc1ccccc1F)C1CCCCC1)NCC1CCCO1 (configuration not stated),20,-10,4,0.2,-9,-27,-2,6,-3,10,94
COc1ccc(C(C(=O)NC2CCCC2)N(CCO)C(=O)Cn2nnc(-c3ccc(C)o3)n2)cc1OC (configuration not stated),16,-4,-4,0.3,-1,16,-4,0,-16,4,94
C[C@H](CO)N1C[C@H](C)[C@H](CN(C)Cc2ccccc2)Oc2ccc(NC(=O)Nc3ccc(F)cc3)cc2C1=O,-5,11,-12,0.3,3,7,nt,6,-5,-11,101
CCCCCC(=O)Nc1nc(C)c(-c2csc(Nc3cc(Cl)ccc3OC)n2)s1,-17,79*,11,0.5,-1,1,nt,5,-1,-79,79*
O=C(COC(=O)C1CCCCC1)Nc1ccccc1OC(F)F,-5,-29,-5,-0.3,-6,13,-7,-9,3,29,101
CCN=C1SC(CC(=O)Nc2sc(C)c(C)c2C(=O)OC)C(=O)N1CC (configuration not stated),2,61,0,0.7,-2,-8,-3,-4,2,-61,100
COc1ccc(-c2nn(-c3ccccc3)cc2C(=O)N2CCN(C(=O)c3ccco3)CC2)cc1,7,14,1,0.9,3,-13,0,-3,-5,-14,nt
COc1ccc(N2CC(C(=O)N3CCc4ccccc43)CC2=O)cc1 (configuration not stated),450*,11,-9,-0.4,5,-9,-1,-2,-5,-11,110
O=C(Nc1cc(Cl)cc(Cl)c1)c1ccno1,27,7,7,1.6,2,-6,1,-10,-8,-7,97
N#Cc1ccc(OC(=O)C2CCN(C3=NS(=O)(=O)c4ccccc43)CC2)cc1,1,-14,5,-0.1,-2,-5,-1,1,-5,14,nt
O=C(CCCN1C(=O)/C(=C\c2ccco2)SC1=S)Nc1cccc2ccccc12,4,20,-21,-0.9,-3,9,0,-8,-6,-20,119
Cc1ccn(CC(=O)N2CCCC(N3CCN(Cc4ccc5c(c4)OCO5)CC3)C2)n1 (configuration not stated),-5,-2,-10,-1.4,-3,-15,-1,-7,1,2,99
CCC1(c2ccc(F)cc2)NC(=O)N(CC(=O)NC2CCCC(C)C2C)C1=O (configuration not stated),-7,-12,-16,-0.5,-8,37,-1,2,-1,12,87
CN(Cc1cnn(C)c1)C(=O)c1cc2ccccc2oc1=O,-7,-5,-1,1.2,10,0,-3,-5,5,5,96
CN1CCN(C(=S)NCCc2ccccc2)CC1,9,-3,26,1.8,4,-4,1,9,-5,3,97
CCOC(=O)[C@H]1O[C@@H]1C(=O)N[C@@H](CC(C)C)C(=O)NCCC(C)C,12,2,6,1.2,5,28,nt,3,6,8,114
CC(C)CN(C(=O)CCC(=O)OCc1ccc(Cl)cc1Cl)c1c(N)n(CC(C)C)c(=O)[nH]c1=O,0,-24,3,-0.3,5,3,-3,0,-1,24,96
CCOc1ccc(N=C/C=C/c2ccccc2)c(O)c1,46,19,-8,2.3,2,10,5,-6,-7,-19,98
COc1ccc(C2C(C(=O)NCCN(C)C)c3ccccc3C(=O)N2C)cc1OC (configuration not stated),-10,-19,19,-0.1,2,8,-2,-8,-4,19,103
COc1ccc(CNC(=O)C(C)N(C)Cc2cccc(F)c2)cc1 (configuration not stated),-15,2,6,2.2,-14,11,-1,3,-4,-2,101

# From PubChem BioAssay
